aSyn rescue: qHTS of alpha-syn Inhibitors; Potency, µM (titrated, usually from 46.1 µM), for the others: at the top dose growth rescue (activation), most hits filed as activators; AID 652106, 2013; Yeast expressing alpha-synuclein, growth rescue, BacTiter-Glo, 24 h; 0.14% of 370,000 active; further: potency means the concentration at half of the fitted maximal effect; % of control where 0% means no effect; nearly all actives have a fitted effect of over 65% in size
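Galactose-induced alpha-syn yeast (OD600=0.02, raffinose-pregrown) + pinned cpd, 24 hr, 30 deg C; growth by BacTiter-Glo luminescence. Growth restoration scores as activation.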
PLK1 PBD inh: qHTS for Inhibitors of PLK1-PDB (polo-like kinase 1 - polo-box domain): Primary Screen; Serine/threonine-protein kinase PLK1 (Homo sapiens), P53350; Potency, µM, for inactives: max response, negative = inhibition, hits mostly inhibitors; 2.8% of 360,000 active; Plk1 PBD binding of FITC phosphopeptide, fluorescence polarization; further: potency means the concentration at half of the fitted maximal effect; series mostly up to about 57 µM; on the % scale 0 is the no-effect control and ±100 the full control effect; nearly all actives have a fitted effect of over 65% in size
PI5P4Ka inh: qHTS for Inhibitors of phosphatidylinositol 5-phosphate 4-kinase (PI5P4K) | PI5P4Kalpha enzyme, ADP-Glo luminescence, 60 min; hits give low values | max response, % | 1.2% of 330,000 active | AID 652105, 2013; active means max response of -50% or lower; inconclusive means between -30% and -50%; inactive means -30% or higher; further: value at the top dose of about 77 µM; on the % scale 0 is the no-effect control and ±100 the full control effect
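Luminescence from ADP-Glo served as readout of PI5P4Kalpha activity in a qHTS format. Reaction: enzyme, substrate, compound, ATP at 5 microM final, 60 min at RT.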
EPAC1 ag: qHTS for Agonist of cAMP-regulated guanine nucleotide exchange factor 3 (EPAC1): primary screen; EPAC1 agonist qHTS, biochemical assay; response scale: 100% = response to 6.5 mM cAMP; Potency, µM (top dose mostly 154 µM), inactives show top-dose activation, usual class: activators; Rap guanine nucleotide exchange factor 3 (Homo sapiens), O95398; 0.073% of 360,000 active; further: potency means the concentration at half of the fitted maximal effect; nearly all actives have a fitted effect of over 60% in size
Target sequence (O95398 whole entry, looked up): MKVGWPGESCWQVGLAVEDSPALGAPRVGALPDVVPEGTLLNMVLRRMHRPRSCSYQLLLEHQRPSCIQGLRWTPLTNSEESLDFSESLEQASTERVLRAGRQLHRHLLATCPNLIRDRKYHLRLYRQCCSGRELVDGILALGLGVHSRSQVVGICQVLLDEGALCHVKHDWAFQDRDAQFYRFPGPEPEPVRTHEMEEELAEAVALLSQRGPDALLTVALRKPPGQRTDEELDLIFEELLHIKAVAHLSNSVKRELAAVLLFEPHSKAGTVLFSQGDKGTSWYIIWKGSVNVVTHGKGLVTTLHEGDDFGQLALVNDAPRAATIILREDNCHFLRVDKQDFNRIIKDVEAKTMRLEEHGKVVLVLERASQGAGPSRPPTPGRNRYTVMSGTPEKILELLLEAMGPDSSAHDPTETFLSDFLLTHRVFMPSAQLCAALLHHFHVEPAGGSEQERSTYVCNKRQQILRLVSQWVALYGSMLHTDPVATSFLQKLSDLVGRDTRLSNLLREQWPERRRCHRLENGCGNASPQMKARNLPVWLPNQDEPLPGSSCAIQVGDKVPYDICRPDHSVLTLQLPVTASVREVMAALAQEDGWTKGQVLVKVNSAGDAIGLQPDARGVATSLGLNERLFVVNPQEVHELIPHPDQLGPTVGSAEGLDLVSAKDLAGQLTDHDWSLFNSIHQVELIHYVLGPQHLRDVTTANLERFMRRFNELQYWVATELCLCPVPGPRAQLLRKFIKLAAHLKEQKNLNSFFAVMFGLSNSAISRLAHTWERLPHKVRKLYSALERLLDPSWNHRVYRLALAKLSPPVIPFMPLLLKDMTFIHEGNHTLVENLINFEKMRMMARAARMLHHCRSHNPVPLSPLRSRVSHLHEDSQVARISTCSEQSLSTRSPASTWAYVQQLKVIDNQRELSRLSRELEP
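Nucleotide exchange by EPAC1 (100 nM) on Rap1B–BODIPY-GDP (250 nM) in the presence of 50 uM GDP is tracked fluorescently at 480/540 nm over 30 min. Signals are normalized to a 6.5 mM cAMP control.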
IL2 activator: qHTS of IL-2 Activators; IL-2 activation reporter assay, cell-based qHTS; stimulated with anti-CD3/CD4/CD28 beads; in transgenic mouse T cells; activation, % (series mostly up to about 46 µM); 0.065% of 360,000 active; in the data active means activation above about 50%; inconclusive means mostly about 30% to 49%; further: 0% is about no effect
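Using fluorescent plate cytometry, EGFP and DsRed are detected in transgenic mouse T cells stimulated 18 h at 37 degrees C with antibody-coated beads after 60 min compound pretreatment.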
Abeta rescue: qHTS for compounds that reverse cellular toxicity of Amyloid beta (A-beta) peptide in yeast: Primary Screen; yeast expressing A-beta42, growth rescue, OD600, 48 h; response scale: 0% DMSO, 100% iron-clioquinol control; Potency, µM (highest dose often 46.1 µM), without a hit: at the highest dose growth rescue, actives largely listed as activators; 0.063% of 410,000 active; AID 1347071, 2019; further: potency means the concentration at half of the fitted maximal effect; nearly all actives have a fitted effect of over 55% in size
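Yeast growth medium received pinned compounds, then yeast cells expressing toxic A-beta were added; plates incubated at 30 C for 48 hr. Growth read as absorbance at 600 nm, normalized to DMSO and equimolar FeCl3 plus clioquinol controls.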
WRN inhibitor: qHTS for Inhibitors of WRN Helicase; Potency, µM (top dose mostly 114 µM), for the others: at the highest dose activity change, negative = inhibition, most hits filed as inhibitors; 0.46% of 360,000 active; Bifunctional 3'-5' exonuclease/ATP-dependent helicase WRN (Homo sapiens), Q14191; WRN helicase unwinding, fluorescent forked duplex, kinetic; further: potency means the concentration at half of the fitted maximal effect; on the % scale 0 is the no-effect control and ±100 the full control effect; nearly all actives have a fitted effect of over 55% in size
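WRN at 20 nM final preincubated with compound 15 min at room temperature; reaction started with 100 nM fluorophore/quencher forked duplex oligonucleotide and 2 mM ATP final. Unwinding followed kinetically by red fluorescence (ex 525, em 598 nm).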
FUS yeast rescue: qHTS for Suppressors of FUS Proteinopathy: Primary screen using FUS-linked yeast assay | Potency, µM (highest dose often 76.6 µM), for the others: at the highest dose growth rescue (activation), most hits filed as activators | 0.24% of 390,000 active | AID 1347120, 2019 | S. cerevisiae FUS-expressing, growth rescue, OD600, 24 h;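 further: potency means the concentration at half of the fitted maximal effect; plate controls were DMSO vehicle for no effect and reference control for full effect; nearly all actives have a fitted effect of over 55% in size; some results filed as inactive show a strong effect at the top dose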
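Cultures pregrown in 2.5% raffinose medium are shifted to minimal medium containing 2% galactose to express toxic FUS. Compounds are tested at several concentrations. After 24hr at 30C, growth is quantified at 600 nm absorbance.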
EPAC1 antagonist: qHTS for Antagonist of cAMP-regulated guanine nucleotide exchange factor 3 (EPAC1): primary screen | Rap guanine nucleotide exchange factor 3 (Homo sapiens), O95398 | EPAC1 GEF assay, Rap1b-BODIPY-GDP exchange fluorescence | Potency, µM (titrated, usually from 115 µM), for inactives: at the top dose activity change, negative = inhibition, usual class: inhibitors | 0.14% of 360,000 active | AID 720709, 2013;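 further: potency means the concentration at half of the fitted maximal effect; plate controls were vehicle for no effect and positive control for full effect; nearly all actives have a fitted effect of over 50% in size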
An asterisk follows results filed as active; ? = inconclusive; . = no result given; & = joins results of further samples; [ ] = remark or other dose. Unless noted, the call rests on the fitted dose curve; in most records, active means well fitted curve in the direction sought with a large enough effect; inconclusive means small, poorly fitted or top-dose-only effect, or another doubt; inactive means no such curve, though single readings can be large; an effect the other way counts as inactive or inconclusive. Hits appear at their usual frequency; overall some 4.1% were active at least once.

[1] COc1ccc(N(CC(=O)NCc2ccco2)S(C)(=O)=O)cc1OC
[2] O=[N+]([O-])c1ccc(NC(=S)NCCc2ccc(F)cc2)cc1
[3] Cc1noc(C)c1C(=O)N1CCC1(C)C(=O)NS(=O)(=O)c1ccc(C#N)cc1 (stereo not drawn)
[4] CCOc1ncccc1C(=O)NCc1cccc(OC)c1
[5] O=C(c1cc(-c2ccccc2O)on1)N1CCOCC1
[6] O=C(O)CSc1cc(C(=O)c2ccccc2O)cn2c(=O)c3c(-c4ccccc4)csc3nc12
[7] Cc1ccc2[nH]c(=O)c3cc(C(=O)N(CCCOC(C)C)Cc4ccco4)sc3c2c1
[8] COc1ccc(NC(=O)[C@H](C)NC(N)=O)cc1S(=O)(=O)Nc1cc(C)ccc1Br
[9] O=C(NCc1ccccc1)c1nc[nH]c1C(=O)NCc1ccccc1
[10] Cn1ncc(Br)c1NC(=O)c1cc(Cl)cc(Cl)c1
Compound,1,2,3,4,5,6,7,8,9,10
aSyn rescue,-5%,-42%[inhibitor],-2%,-12%,-1%,10%,2%,-1%,1%,11%
PLK1 PBD inh,-8%,?,-4%,-1%,-6%,?,-13%,-4%,-6%,-11%
PI5P4Ka inh,.,0,14,-5,-7,-53*,-8,-7,4,-8
EPAC1 ag,5%,13%,1%,-9%,9%,?,-12%,4%,3%,-9%
IL2 activator,-1.6,-0.8,0.2,-0.7,4.7,0.1,-3.4,1.0,-3.1,2.3
Abeta rescue,-2%,-93%[inhibitor],-5%,-8%,-11%,.,-6%&11%,11%,3%,11%
WRN inhibitor,3%,-30%,-1%[57.1 µM],9%,-33%,?,-3%,3%,-11%,3%
FUS yeast rescue,10%,1%,-18%,.,14%,?,45%&28%,19%,19%,-25%
EPAC1 antagonist,19%,-4%,-6%,-3%,4%,?,?,9%,-12%,-9%

[11] CCCCn1c2nc3ccccc3nc2c2c(=O)n(CCC)cnc21
[12] CCOc1ccc(N2CC(C(=O)NCCCc3ccccc3)CC2=O)cc1 (stereo not drawn)
[13] COC(=O)c1ccc(OCc2nc(N)nc(N3CCOCC3)n2)cc1
[14] COc1ccc(CNC(=O)CCSCc2ccccc2Cl)c(OC)c1
[15] CCN(CC)CCOC(=O)c1ccc(N/C=C(/C#N)c2nc(-c3ccc(OC)cc3)cs2)cc1
[16] CC1(C(=O)NS(=O)(=O)c2cccs2)CCN1C(=O)CCc1ccc(Cl)cc1Cl (stereo not drawn)
[17] CN(CC(=O)N1CC=C(c2ccccc2)CC1)S(=O)(=O)c1ccc2c(c1)c(=O)n(C)c(=O)n2C
[18] CCOC(=O)CN1C(=O)C(=O)N(Cc2c(C)cc(C)cc2C)C1=O
[19] CCc1ccc(/C=N/NC(=O)c2cc(-c3ccncc3)nc3ccccc23)s1
[20] NC(=O)C1(N2CCCCC2)CCN(C(=O)c2cccn3c(=O)c4cc(Cl)ccc4nc23)CC1
Compound,11,12,13,14,15,16,17,18,19,20
aSyn rescue,-1%,10%,-2%,12%,-29%,3%,3%,-4%,10%,-5%
PLK1 PBD inh,-11%,-4%,?,2%,-8%,-4%,-23%,-5%,7%,?
PI5P4Ka inh,0,-1,-4,-1,-69*,-1,0,2,-6,0
EPAC1 ag,-1%,-1%,6%,6%,-4%,18%,-7%,-5%,1%,-7%
IL2 activator,0.0,1.6,0.7,0.3,1.0,1.9,1.4,0.4,-0.7,0.1
Abeta rescue,-1%,-4%,5%,-6%,-17%,-10%,-7%,-8%,-5%,8%
WRN inhibitor,8%,-20%,5%,-11%,?,-11%,-9%,4%,-5%,-2%
FUS yeast rescue,1%,.,-4%,6%,21%,0%,?,-31%,.,.
EPAC1 antagonist,2%,-8%,5%,-1%,-18%,5%,-19%,7%,7%,4%

Entries of single compounds, quoted from the list.
NC(=O)C1(N2CCCCC2)CCN(C(=O)c2cccn3c(=O)c4cc(Cl)ccc4nc23)CC1 reads aSyn rescue = -5%; PLK1 PBD inh = ?; PI5P4Ka inh = 0; EPAC1 ag = -7%; IL2 activator = 0.1; Abeta rescue = 8%; WRN inhibitor = -2%; FUS yeast rescue = .; EPAC1 antagonist = 4%
CC1(C(=O)NS(=O)(=O)c2cccs2)CCN1C(=O)CCc1ccc(Cl)cc1Cl (stereo not drawn) reads aSyn rescue = 3%; PLK1 PBD inh = -4%; PI5P4Ka inh = -1; EPAC1 ag = 18%; IL2 activator = 1.9; Abeta rescue = -10%; WRN inhibitor = -11%; FUS yeast rescue = 0%; EPAC1 antagonist = 5%

Other records
[21] COCCn1nnnc1C(c1ccccc1OC)N1CCN(C(=O)c2ccco2)CC1 (stereo not drawn)
[22] O=C(CCCn1c(=S)[nH]c2cc3c(cc2c1=O)OCO3)NC1CC1
[23] CC1=NN(C(=O)c2ccc(C)o2)C(O)(c2ccccc2)C1 (stereo not drawn)
[24] Cc1nnc(N/N=C\c2ccc(-c3ccccc3[N+](=O)[O-])o2)n1N
[25] COc1ccc(C(=O)OCC(=O)NC(=O)CCSc2ccccc2)cc1
[26] Cc1ccc(-n2c(=O)c3cc4c(=O)n(-c5ccc(C)c(C)c5)c(=O)c4c(C(=O)c4ccc(C(=O)O)cc4)c3c2=O)cc1C
[27] CCSc1ccc2c(c1)N(CCCN1CCN(C)CC1)c1ccccc1S2
[28] CC(C)n1ncc(C(N)=O)c1N
[29] Cc1ccc(S(=O)(=O)N2CCC(=O)N(C(CO)C(C)C)CC2)cc1 (stereo not drawn)
[30] CC(C)Cn1c(SCC(=O)c2ccc(Cl)s2)nnc1-c1ccco1
Compound,21,22,23,24,25,26,27,28,29,30
aSyn rescue,1%,1%,-8%,1%,-2%,0%,3%,0%,-1%,10%
PLK1 PBD inh,-6%,-2%,-5%,-17%,-7%,30µM*,-7%,-10%,-2%,-18%
PI5P4Ka inh,0,1,2,-3,3,-14,20,-12,10,.
EPAC1 ag,4%,0%,8%,1%,3%,11%,-7%,-5%,-2%,14%
IL2 activator,2.6,-1.6,-0.7,0.4,-1.6,-3.5,2.1,0.5,0.4,1.4
Abeta rescue,-8%,16%,-9%,-15%,3%,-15%,1%,-3%,-12%,9%
WRN inhibitor,-15%[57.1 µM],2%,3%,3%[11.6 µM],2%,-8%,-2%,5%[57.1 µM],8%,-6%
FUS yeast rescue,-4%,22%,-12%,.,-26%,4%,-6%,-10%,0%,35%
EPAC1 antagonist,11%,-20%,-2%,?,5%,9%,-17%,-5%,4%,8%

[31] CCCN1C(=O)C(=O)N(CC(=O)N2c3ccccc3NC(=O)CC2C)C1=O (stereo not drawn)
[32] NC(COCc1ccccc1)c1csc(Nc2nccc(C(F)(F)F)n2)n1 (stereo not drawn)
[33] COc1ccc(CNC(=O)C2CCC(CNc3c(N4CCOCC4)c(=O)c3=O)CC2)cc1 (stereo not drawn)
[34] O=C(CNC(=O)c1ccccn1)N/N=C/c1ccc2c(c1)OCO2
[35] CN1C(=O)CC(N2CCN(c3ccccc3)CC2)C1=O (stereo not drawn)
[36] O=Cc1cccn1-c1ccc(O)cc1
[37] COC(=O)C1=NNC2(c3ccc(Cl)cc3)C(=O)N(c3ccc(Cl)cc3)C(=O)C12 (stereo not drawn)
[38] C(=Cc1cnc2ccccc2n1)c1ccc2c(c1)OCO2
[39] CCOC(=O)C1CCN(C2=C(NS(=O)(=O)c3ccc(Br)cc3)C(=O)c3ccccc3C2=O)CC1
[40] C/C=C/c1cccc(-c2nc(C(=O)N3CCN(C)CC3)cc3c2[C@@H](CCO)N(C(=O)NC(C)C)C3)c1
[41] CCOc1ccc(CCNC(=O)CN2CCN(Cc3ccc(F)cc3)C2=O)cc1OCC
[42] CCN1CCN(C(=O)CSc2nc(N)cc(N)n2)CC1
[43] CCCN1C=CC(=C2C(=O)c3ccccc3C2=O)C=C1
Compound,31,32,33,34,35,36,37,38,39,40,41,42,43
aSyn rescue,-7%,-2%,-3%&0%,0%,-11%,-3%,4%,-8%,14%,13%,0%,-3%,-50%[inhibitor]
PLK1 PBD inh,6%,-14%,-4%&2%,1%,-3%,2%,-5%,-4%,?,-1%,-5%,-10%,-1%
PI5P4Ka inh,-22,2,2&4,-1,1,2,-7,-21,-2,1,3,-23,.
EPAC1 ag,-10%,-22%,-5%&9%,7%,6%,1%,10%,10%,0%,11%,2%,-2%,-5%
IL2 activator,-1.2,-0.2,1.1&0.2,-1.4,0.1,-2.4,-0.2,1.1,-0.6,0.1,-0.5,0.2,-1.7
Abeta rescue,1%,-17%,11%&0%,-8%,10%,-10%,13%,-30%,.,-3%,-8%,-9%,-36%[inhibitor]
WRN inhibitor,0%,6%[57.1 µM],13%&-1%,5%[57.1 µM],-1%,4%,-5%,4%,-3%[11.6 µM],-9%,-4%,-3%,-2%
FUS yeast rescue,-12%,9%,26%&-12%,7%,-2%,-15%,.,-10%,?,-6%,15%,-7%,13%
EPAC1 antagonist,6%,-29%,2%&-1%,-8%,10%,18%,-17%,-2%,-20%,1%,-3%,-9%,-2%

With a hit mark in PI5P4Ka inh, among the entries above:
item | smiles | aSyn rescue | PLK1 PBD inh | PI5P4Ka inh | IL2 activator | WRN inhibitor | EPAC1 antagonist
6 | O=C(O)CSc1cc(C(=O)c2ccccc2O)cn2c(=O)c3c(-c4ccccc4)csc3nc12 | 10% | ? | -53* | 0.1 | ? | ?
15 | CCN(CC)CCOC(=O)c1ccc(N/C=C(/C#N)c2nc(-c3ccc(OC)cc3)cs2)cc1 | -29% | -8% | -69* | 1.0 | ? | -18%
